# Screening data: PubChem BioAssay, Johns Hopkins Ion Channel Center
# KCNQ2 inh: KCNQ2 channel blockers in CHO-K1 cells – cell-based, FluxOR thallium flux, B-score, primary screen (AID 2156). B-score at 10 µM. 1.1% of 310,000 active. O88943. 20 min; active compounds read low;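 active = fluorescence ratio B-score at most minus 3 library SDs, with starting brightness B-score within 2 library SDs, cut at about -5.5 in these data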
# Target sequence (O88943 whole entry, looked up): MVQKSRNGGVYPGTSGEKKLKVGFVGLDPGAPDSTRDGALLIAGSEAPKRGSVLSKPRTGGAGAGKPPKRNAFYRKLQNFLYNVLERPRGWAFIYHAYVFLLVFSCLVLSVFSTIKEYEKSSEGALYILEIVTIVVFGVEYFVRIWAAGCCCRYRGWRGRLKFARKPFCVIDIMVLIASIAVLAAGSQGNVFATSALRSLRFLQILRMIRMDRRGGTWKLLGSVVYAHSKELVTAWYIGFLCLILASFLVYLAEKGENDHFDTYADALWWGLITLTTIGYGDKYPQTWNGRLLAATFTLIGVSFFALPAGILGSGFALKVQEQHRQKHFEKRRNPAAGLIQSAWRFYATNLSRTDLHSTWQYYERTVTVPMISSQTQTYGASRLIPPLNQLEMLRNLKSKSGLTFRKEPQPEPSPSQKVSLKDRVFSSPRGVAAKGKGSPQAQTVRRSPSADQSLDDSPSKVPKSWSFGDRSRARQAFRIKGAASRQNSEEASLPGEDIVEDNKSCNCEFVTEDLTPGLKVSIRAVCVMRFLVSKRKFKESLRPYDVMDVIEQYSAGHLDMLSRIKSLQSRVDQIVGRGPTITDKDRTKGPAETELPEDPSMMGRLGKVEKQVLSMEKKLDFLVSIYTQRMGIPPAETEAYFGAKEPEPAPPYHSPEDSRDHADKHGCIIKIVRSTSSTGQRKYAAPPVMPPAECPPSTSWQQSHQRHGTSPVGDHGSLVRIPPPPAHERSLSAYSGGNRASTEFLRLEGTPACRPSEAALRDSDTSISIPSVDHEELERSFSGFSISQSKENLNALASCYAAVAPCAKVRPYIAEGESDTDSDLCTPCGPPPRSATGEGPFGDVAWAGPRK
# Kir21 block: inhibitors of mouse Kir2.1 inward-rectifier potassium channel; HEK293-Kir2.1, FluxOR thallium flux fluorescence; active compounds read low; B-score at 10 µM; 0.85% of 310,000 active; AID 1672;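 active = fluorescence ratio B-score at or below minus 3 SD of library scores, with starting-brightness B-score within 2 SD, cut at about -4.2 in these data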;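 also: channel flux triggered by added potassium and thallium sulfate stimulus; B-score of peak minus minimum fluorescence over baseline after thallium stimulus; more negative B-score means stronger Kir2.1 block with less thallium influx; some compounds called inactive have numbers as strong as hits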
# * = called active by the depositor; i = inactive. This is a random part of the collection (roughly 1.9% active in at least one column).
SMILES,KCNQ2 inh,Kir21 block
COC(=O)C1=C(C)n2nnnc2NC1c1ccc(Cl)cc1 (stereo not given),i,-2.1
COc1ccc(OC)c(NC(=O)Nc2ccc(Cl)cc2)c1,i,-0.39
Cc1csc(C(C#N)C(=O)c2cc3ccccc3o2)n1 (stereo not given),i,0.47
O=C(Nc1nnc(-c2ccccc2)o1)Nc1ccc(F)cc1F,i,-0.91
COc1ccc(OCc2cc(C(=O)N(C)CC3CCCCO3)no2)c(Cl)c1 (stereo not given),i,-2.6
CCOC(=O)c1c(NC(=O)C(F)(OC)C(F)(F)F)sc2c1CCN(C)C2 (stereo not given),i,-0.45
COc1ccccc1-c1nnc(SCC(=O)NC2CCCCC2)n1C,i,1.4
CC(NC(=O)c1ccc(N2CCNCC2)c([N+](=O)[O-])c1)C12CC3CC(CC(C3)C1)C2 (stereo not given),i,-8.1*
O=C(c1ccc(Cl)cc1)N1C2C=CC(C2)C1(C(F)(F)F)C(F)(F)F (stereo not given),i,-0.27
CCOc1ccc(S(=O)(=O)NCCC(=O)NCC(c2cccs2)N2CCOCC2)cc1 (stereo not given),i,1.6
COc1cc(/C=C/C(=O)N2CCN(C)CC2)cc(S(=O)(=O)N2CCc3ccccc32)c1OC,i,2.2
CC/C(Cc1ccccc1)=N/NC(=O)c1cccc(Br)c1,i,-0.06
CC(=O)Nc1sc2c(c1C(c1ccccc1Cl)N1CCN(CCO)CC1)CCCC2 (stereo not given),i,-1.2
COc1ccc2cc(-c3[nH]ncc3CNCCn3nc(C)cc3C)ccc2c1,i,-3.1
Cc1cc2c(c(SCC(=O)NCCc3ccccc3)n1)C(=O)OC2,i,-3.3
COCCCN1C(=O)C(O)=C(C(C)=O)C1c1cccc(F)c1 (stereo not given),i,0.29
COc1ccc(C(=O)Nc2cc(-c3nn4c(C)nnc4s3)ccc2C)cc1,i,-0.44
COc1cccc(OCCn2c(C)c(/C=N/n3cnnc3)c3ccccc32)c1,i,0.83
CC(C)(C)C(=O)Nc1cccc(-c2nc3ccccc3[nH]2)c1,i,1.6
N#Cc1ccc2nc3c(nc2c1)CCCC3,i,-0.06
COCCCNS(=O)(=O)c1ccc(Oc2ncc(C(F)(F)F)cc2Cl)cc1,i,1.1
O=C(c1cccc(S(=O)(=O)N2CCOCC2)c1)N1CCN(Cc2ccc3c(c2)OCO3)CC1,i,0.52
Cn1c(C(=O)N2CCC(C(=O)N3CCOCC3)CC2)cc2sccc21,i,-1.5
COc1ccc2ccccc2c1-c1sc(Nc2ccccc2)n[n+]1-c1ccc(F)cc1,i,-5.6*
CCn1c(CCCCc2n[nH]c(=S)n2CC)n[nH]c1=S,i,-0.21
C#CCNC(=O)C1=C[C@@H](c2coc3ccccc3c2=O)[C@H](CCCO)[C@@H](OCC)O1,i,0
O=c1[nH]c(C2CCN(S(=O)(=O)c3ccc([N+](=O)[O-])cc3)CC2)nc2c1nnn2Cc1ccccc1,i,0
CCOC(=O)N1CCN(S(=O)(=O)c2ccc(OCC)c(C)c2)CC1,i,0.08
O=C(Nc1ccc2c(c1)OCCO2)c1ccccc1F,i,0
Cc1cc2c(NS(=O)(=O)c3ccc(F)cc3)cccc2nn1,i,-0.76
CC(=O)/C=C(\C)Nc1ccc(-c2cnc(-c3ccccc3)o2)cc1,i,2.5
N#Cc1cccc(NC(=O)NCCc2c[nH]c3ccccc23)c1,i,0.08
CCc1ccccc1NC(=O)CN(C)C(=O)Cn1ncc(Cl)c(Cl)c1=O,i,0.43
O=C(Cn1c(CC(=O)N2CCOCC2)nc2ccccc21)Nc1ccc2c(c1)OC(F)(F)O2,i,0.9
Cc1ccccc1Nc1nnc(SCC(=O)Nc2ncc(C(F)(F)F)cc2Cl)s1,i,0.04
O=C(NCc1ccco1)C(c1ccc(F)cc1)N(C(=O)Cc1cccs1)c1cccnc1 (stereo not given),i,-0.01
CC(C)CCOc1cccc(OCC(=O)N(C)C2CCS(=O)(=O)C2)c1 (stereo not given),i,0.59
CS(=O)(=O)c1ccc(Cl)c(NC(=O)COC(=O)CCN=C2NS(=O)(=O)c3ccccc32)c1,i,0.06
CCn1nnnc1SCC(=O)Nc1cccc(C)n1,i,-0.22
COc1ccc(CNC(=O)C2CCCN2S(=O)(=O)c2ccc(C)cc2)cc1 (stereo not given),i,-0.45
Cc1ccc(-n2ncc3c(NCCCOC(C)C)ncnc32)c(C)c1,i,-0.28
CCn1nc(C)c(/C=N/NC(=O)c2c[nH]c3ccccc23)c1C,i,-1.5
O=S(=O)(/N=C(/Nc1ccccn1)c1ccccc1)c1ccccc1,i,-0.74
COC(=O)c1ccccc1-c1ccc(/C=C2\C(=O)N(c3ccccc3)N=C2c2ccccc2)o1,i,1.5
CCc1nc(SCC(=O)OC(C)C)c2ccccc2n1,i,0.03

# An excerpt from above in order of number of heavy atoms, lowest first:
SMILES,KCNQ2 inh,Kir21 block
CCc1nc(SCC(=O)OC(C)C)c2ccccc2n1,i,0.03
N#Cc1cccc(NC(=O)NCCc2c[nH]c3ccccc23)c1,i,0.08
O=S(=O)(/N=C(/Nc1ccccn1)c1ccccc1)c1ccccc1,i,-0.74
COc1ccc(CNC(=O)C2CCCN2S(=O)(=O)c2ccc(C)cc2)cc1 (stereo not given),i,-0.45
O=C(NCc1ccco1)C(c1ccc(F)cc1)N(C(=O)Cc1cccs1)c1cccnc1 (stereo not given),i,-0.01
COC(=O)c1ccccc1-c1ccc(/C=C2\C(=O)N(c3ccccc3)N=C2c2ccccc2)o1,i,1.5

# The results go on.
SMILES,KCNQ2 inh,Kir21 block
NC(=O)CN1C(=O)C2CCCCN2C(=O)c2ccccc21 (stereo not given),i,0.75
COc1ccc2[nH]cc(C(=O)N3CCCCC3)c(=O)c2c1,i,-1.2
Nc1nc(-c2ccc(Br)cc2)c(S(=O)(=O)c2ccccc2)s1,i,1
O=C(/C=C/c1ccccc1Cl)NCc1ccco1,i,2.3
COC(=O)Cn1nnc(N2CCOCC2)n1,i,-0.54
COc1ccc(NC(=O)C2CCCN(S(=O)(=O)c3ccc4[nH]c(=O)ccc4c3)C2)cc1 (stereo not given),i,1.3
COc1ccc2c(c1)CC[C@@H]1[C@@H]2CC[C@]2(C)C(=O)CC[C@@H]12,i,0.03
COc1cc(C(=O)NCC(c2cccs2)N2CCOCC2)cc(OC)c1OC (stereo not given),i,0.51
CCOc1ccc(CCNC(=O)c2ccc(CNS(=O)(=O)c3ccccc3)cc2)cc1OCC,i,0.45
CN(C)c1ccnc2sc(C(N)=O)c(N)c12,i,0
O=C1CCCC(O)=C1N=Nc1ccc2c(c1)OCO2,i,0.92
CCOc1ccccc1CNC(=O)CCCC(=O)n1nc(C)c2ccccc21,i,-0.57
Cc1ccc(-c2noc(COc3ccc4c(c3)OCO4)n2)cc1,i,-1.6
CN(C)S(=O)(=O)N(CC(=O)N1CCN(c2ccccc2F)CC1)c1ccccc1,i,0
O=C(CC1S/C(=N/N=C/C=C/c2ccccc2)NC1=O)Nc1ccc(Cl)c(Cl)c1 (stereo not given),i,0.42
CC(NC(=O)C(c1ccccc1)c1ccccc1)C(=O)N1CCCCC1 (stereo not given),i,1.7
CCOC(=O)c1sc(NC(=O)CSc2nc(O)c(Cc3ccccc3)c(=O)[nH]2)nc1C,i,-0.22
COc1ccc(OC)c(-n2c(O)cnc2Nc2nc(C)cc(C)n2)c1,i,0.15
COc1ccccc1CNC(=O)C1CCCN(S(C)(=O)=O)C1 (stereo not given),i,0.03
Fc1ccc(-c2nc3nc4ccccc4nc3n2Cc2ccco2)cc1,i,-0.06
O=C(N=Nc1c(O)n(Cc2ccccc2)c2ccccc12)c1ccncc1,i,0.02
Cc1ccc(CNC(=O)C2CC(c3ccc([N+](=O)[O-])cc3)=NO2)cc1 (stereo not given),i,-1.1
CC(C)OC(=O)CSc1nc(N2CCOCC2)c2c(c1C#N)CC(C)(C)OC2,i,1.6
COc1cc2c(cc1OC)CN(CC(=O)Nc1ccc(C)c(S(=O)(=O)N3CCOCC3)c1)CC2,i,-0.24
Cc1sc2ncnc(SCC(=O)c3ccc4c(c3)OCCO4)c2c1-c1ccccc1,i,-0.01
O=c1c(Cl)c(NCc2ccco2)cnn1C12CC3CC(CC(C3)C1)C2,i,-0.02
Cc1csc(NC(=O)CSc2[nH]c(=O)ncc2C)n1,i,2.4
CC(C)(C)NC(=O)Cn1c(-c2nonc2N)nc2ccccc21,i,-0.13
Cc1cccc(NC(=O)NNC(=O)c2sccc2-n2cccc2)c1,i,-1.7
COc1ccccc1C1=NOC(C)(c2sc(-c3ccc(Cl)cc3)nc2C)C1 (stereo not given),i,1.9
CCc1cc2c(NCCN3CCCCC3)ncnc2s1,i,-1.7
CCCCCC(=O)N/N=C/c1ccco1,i,2.1
COc1ccc(/C=C/C(=O)c2oc3ccc(F)cc3c2C)cc1,i,1.2
Cc1cc(C)cc(NC(=O)C2CCN(c3nc(C)cc(C)n3)CC2)c1,i,0.86
COCCNC(=O)C(OC(=O)c1ccco1)c1ccccc1Cl (stereo not given),i,-0.39
COc1ccc(N(CC(=O)NCc2ccco2)S(C)(=O)=O)cc1Cl,i,0.81
O=[N+]([O-])c1ccc(-c2nnc3n2CCCCC3)cc1,i,-1.7
Cc1ccc(C)c(NC(=S)NCCSc2ccc(Cl)cc2)c1,i,-1.9
O=C(c1ccccc1)N1N=C(c2ccccc2O)CC1c1ccc(Br)cc1 (stereo not given),i,-0.01
Cc1ccc(N2CCN(CC(O)COc3cccc(C)c3)CC2)cc1 (stereo not given),i,-0.52
O=C1C2C3C=CC(C3)C2C(=O)N1c1ccc(-c2nc3ccccc3c(=O)o2)cc1 (stereo not given),i,-0.02
COc1ccc2c(c1)C(SCC(=O)NCCc1ccccc1)CC(C)(C)O2 (stereo not given),i,-3.4
O=C(/C=C/c1ccccc1Br)c1ccc2c(c1)OCO2,-6.8*,0
COc1ccc(N(C(=O)c2snc(C(N)=O)c2N)C(C(=O)NC2CCCC2)c2ccc3ncccc3c2)cc1 (stereo not given),i,1.3
Cc1ccc(CN(c2ccc(C(=O)N3CCCC3)cc2)S(C)(=O)=O)cc1,i,-1
COc1cc(-c2nnn(CC(=O)N3CCOCC3)n2)cc(OC)c1OC,i,-0.17
CC(C)c1ccc(N2CC(C(=O)Nc3nccs3)CC2=O)cc1 (stereo not given),i,0.99
CCOCCc1nnc(NC(=O)c2ccc(OC)c(OC)c2)s1,i,1.4
COc1ccc(Cc2nc3ccccc3n2CC(=O)N/N=C/c2ccc(O)cc2)cc1OC,i,-0.14
COc1cccc(CNS(=O)(=O)c2cc3c4c(c2)CCN4C(=O)CC3)c1,i,0.72
CC(N)c1ccc(Cl)cc1Cl (stereo not given),i,0.72
Cc1ccc(NC(=O)CNC(=O)c2cccs2)nc1,i,-0.19
COc1ccc(NC(C)=O)cc1CP(=O)(c1ccccc1)c1ccccc1,i,-0.08
CC(=O)Nc1ccc(N(C(=O)CNC(=O)c2ccco2)C(C(=O)NCc2ccco2)c2ccccc2)cc1 (stereo not given),i,-0.5
O=c1c2c([nH]c3ccccc13)CCCCCC2,i,-0.06
O=C(c1ccc(F)cc1)C1CCN(Cc2cn[nH]c2-c2ccccc2)CC1,i,-0.66
O=C(c1ccccc1)N1CCCC(C(=O)N2CCN(c3ccccc3)CC2)C1 (stereo not given),i,0.03
CC(C)CC1Nc2ncnc(N3CCN(c4ccccc4)CC3)c2N(Cc2ccc(Cl)cc2)C1=O (stereo not given),i,-0.62
Cc1cc(=O)c2ccccc2s1,i,-0.9
CC(C)CCNC(=O)NC(=O)COC(=O)/C=C/c1cc(Br)ccc1F,i,0.08

# (more compounds)
SMILES,KCNQ2 inh,Kir21 block
COC(=O)Oc1ccc(/C=N/NC(=O)CSCc2ccccc2Br)cc1OC,i,-0.78
CCOC(=O)Cn1c2ccccc2n2nc(CCC(=O)O)c(=O)nc12,i,0.21
Cc1cccc(NC(=O)NNC(=O)c2ccc(C)c([N+](=O)[O-])c2)c1,i,-1.4
CCOC(=O)c1nn(-c2ccc(F)cc2)c2nc(CC(C)C)c(C#N)c(=O)n12,i,-0.91
CCN(CC)c1ccc(/C=N/n2c(C)nc3ccccc3c2=O)cc1,i,0.01
CN1CCN(c2ccc(Cl)cc2NC(=O)CN2C(=O)NC(C)(c3ccccc3)C2=O)CC1 (stereo not given),i,0.02
CC(Nc1nc(Nc2ccc(F)cc2)nc(SCC(N)=O)n1)c1ccccc1 (stereo not given),i,-1.5
CCN(CC)CCN1C(=O)C(=O)/C(=C(/O)c2cccc(OC)c2)C1c1ccccn1 (stereo not given),i,0.74
O=C(CCN1CCCCC1c1cccnc1)NCc1ccccc1 (stereo not given),i,-0.05
CC1CCC(NC(=O)CN(C)S(=O)(=O)c2ccc3c(c2)c(=O)n(C)c(=O)n3C)CC1 (stereo not given),i,1.2
COc1ccc(NC(=O)c2cccc(S(=O)(=O)N3CCCCC3)c2)c(OC)c1,i,-0.52
COc1ccc(CCNC(=O)CCNC(=O)c2ccc(Cl)cc2)cc1OC,i,0
O=C(c1ccc(F)cc1)c1c[nH]c(C(=O)NCCCN2CCOCC2)c1,i,0.01
Cc1ccc(S(=O)(=O)Cc2ccc(C(=O)NCCCN3CCN(C)CC3)o2)cc1,i,0.14
